# Screening results as filed in PubChem.
# MITF act – activators of MITF-driven TRPM1 promoter reporter, primary screen, cell-based, SK-MEL-5, luciferase, single point | SK-MEL-5 TRPM1-promoter luciferase, 24 h; % of positive control, neutral wells = 0 | activation, % at 12.5 µM | hit rate 0.75% among 300,000 | AID 588334, 2011;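 active means mean activation of at least 80% with every replicate also reaching 80%; inconclusive means mean reaches 80% but some replicate falls short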;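 further: 0% = neutral control wells and 100% = parthenolide positive control wells; values of inactives mirror those of a sister screen read the other way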
# Ecoli viability – E. coli V3065 growth inhibition, primary screen, counter-screen for AddAB inhibitor project, absorbance, OD600. 18 h. inhibition, % at 11.9 µM. hit rate 0.27% among 330,000. AID 449728, 2010;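 active means inhibition above the campaign's mean inhibition across all tested compounds plus 3 SD, cut at about 9.9% in these data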;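 further: uninfected addAB+ strain grown without phage in ampicillin broth; 0% = DMSO wells and 100% = ciprofloxacin 0.95 µg/ml wells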
# SR-BI HDL uptake – inhibitors of SR-BI mediated HDL lipid uptake, primary screen, ldlA[mSR-BI] cells, fluorescence, single point; Scavenger receptor class B member 1 (Mus musculus), Q61009; ldlA[mSR-BI] CHO cells, DiI-HDL uptake fluorescence, 3 h; inhibition, % at 12.5 µM; hit rate 0.96% among 320,000;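 active means mean replicate inhibition of at least 70% and a set share of replicates each scoring 70 or more; inconclusive means meets just one of the two criteria; inactive means fails both criteria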;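 further: 0% = median of neutral control wells and 100% = median of positive control wells; values of inactives mirror those of a sister screen read the other way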
# Target sequence (Q61009 whole entry, looked up): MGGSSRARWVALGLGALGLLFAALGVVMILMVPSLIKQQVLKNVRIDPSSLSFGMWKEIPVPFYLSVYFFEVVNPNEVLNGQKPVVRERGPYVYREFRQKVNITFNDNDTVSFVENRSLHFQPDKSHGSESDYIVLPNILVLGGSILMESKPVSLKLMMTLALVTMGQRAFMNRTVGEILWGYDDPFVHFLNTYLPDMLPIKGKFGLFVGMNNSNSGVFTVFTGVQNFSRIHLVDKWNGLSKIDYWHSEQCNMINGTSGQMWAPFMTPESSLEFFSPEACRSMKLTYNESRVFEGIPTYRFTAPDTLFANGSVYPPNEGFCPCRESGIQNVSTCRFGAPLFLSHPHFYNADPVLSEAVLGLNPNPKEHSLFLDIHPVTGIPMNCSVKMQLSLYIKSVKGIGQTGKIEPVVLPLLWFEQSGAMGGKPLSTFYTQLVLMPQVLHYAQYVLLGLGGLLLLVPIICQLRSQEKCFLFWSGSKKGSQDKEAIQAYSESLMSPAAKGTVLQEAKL
# phage Ecoli inh – growth loss of phage-infected E. coli, primary screen, RecBCD inhibitor project, absorbance, with phage, HTS; inhibition, % at 11.9 µM; hit rate 0.26% among 360,000; in the data active means inhibition above about 11%
# Tat export inh – E. coli Tat export inhibitors, primary screen, MC4100, TorA-mCherry reporter, fluorescence, single point; inhibition, % at 10 µM; hit rate 0.036% among 340,000; AID 488895, 2010;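 active means mean replicate inhibition at least 50% and at least half of replicates individually reaching 50%; inconclusive means only one of the two criteria met; inactive means neither criterion met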;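 further: exported cargo escapes ClpAP degradation while cytoplasmic cargo is degraded and loses fluorescence; 0% = median of neutral control wells and 100% = median of NaSCN control wells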
# Wnt bcat act – Wnt/beta-catenin pathway activators, primary screen, cell-based, plate reader, single point | activation, % at 9.35 µM | AID 743398, 2014 | Wnt/beta-catenin reporter cell assay, activator | hit rate 1.2% among 300,000; in the data active means activation above about 30%, passing the limit was not always enough; inconclusive means no clear call, values can overlap the other calls;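 further: 0% = neutral control wells and 100% = positive control wells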
# CAL PDZ FP-1 – CAL PDZ peptide-binding inhibitors, primary screen, biochemical, fluorescence polarization, Cer-tagged CAL PDZ, HTS | AID 504414, 2011 | hit rate 0.02% among 330,000 | inhibition, % at 20 µM | Golgi-associated PDZ and coiled-coil motif-containing protein (Homo sapiens), Q9HD26 | purified CAL PDZ, TMR-peptide fluorescence polarization, 1 h;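 active means highest replicate inhibition of at least 40%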;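 further: plate controls were DMSO neutral control wells for no effect and unlabeled competitor peptide control wells for full effect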
#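 System: tagged CAL PDZ domain. Schedule: 1 h room-temperature incubation prior to read. Signal: fluorescence polarization (mP). Measure: percent inhibition from loss of millipolarization.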
# SR-BI DiI-HDL act – activators of SR-BI mediated DiI-HDL uptake, primary screen, ldlA[mSR-BI] CHO cells, DiI fluorescence. hit rate 0.096% among 320,000. activation, % at 12.5 µM. AID 504775, 2011. 3 h; 100 = double the neutral-control signal;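 active means mean replicate activation of at least 60% and every replicate at or above 60%; inconclusive means mean or all-replicate condition met, but not both; inactive means mean below 60% and not all replicates reaching 60%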;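 further: 0% = median plate neutral-control signal and 100% = twice that signal; values of inactives mirror those of a sister screen read the other way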
#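 System: CHO ldlA[mSR-BI] cells / Medium: HEPES-buffered (25 mM, pH 7.4) F12 plus 0.5% BSA / Probe or stimulus: labelled HDL, 10 µg/mL / Doses: single compound concentration, delivered by pin transfer / Schedule: 3 h, 37 °C / Measured by: DiI fluorescence, bottom read / Measure: cell-associated DiI fluorescence as measure of HDL uptake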
# AddAB inh – growth inhibition of E. coli expressing H. pylori AddAB, primary screen, AddAB inhibitor project, absorbance; AID 435030, 2010; inhibition, % at 11.9 µM; hit rate 0.29% among 330,000; in the data active means inhibition above about 12%;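 further: 0% = vehicle wells of infected cells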
# CAL PDZ FP-2 – untagged CAL PDZ binding inhibitors, primary screen, biochemical, fluorescence polarization, HTS. hit rate 0.92% among 300,000. inhibition, % at 24.9 µM. purified CAL PDZ, TMR-peptide fluorescence polarization, 1 h. AID 602252, 2012;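 active means mean inhibition of at least 30% with at least half of replicates also reaching 30%; inconclusive means no clear call, values can overlap the other calls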;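 further: 0% = DMSO neutral control and 100% = excess unlabeled competitor peptide PRC23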
# Starred values were filed as active, the others as inactive; u = inconclusive; x = no result given.
SMILES,MITF act,Ecoli viability,SR-BI HDL uptake,phage Ecoli inh,Tat export inh,Wnt bcat act,CAL PDZ FP-1,SR-BI DiI-HDL act,AddAB inh,CAL PDZ FP-2
CCn1cc([C@@H]2C[C@H]3CN(Cc4cccc(Cl)c4)C(=O)[C@]34CCCN24)c(C)n1,3,-0.2,5,4.9,-8,-1,-0.7,-5,0.2,-2
O=C(c1ccc(Cl)c(Cl)c1)c1cnc(Nc2ccccc2)s1,13,1.2,-6,0.9,-1,0,-0.3,6,-0.7,-5
CCOC(=O)N1CCN(C(=O)CCC(=O)c2ccc(OCC)cc2)CC1,-6,-3.1,16,1.5,-2,3,-0.2,-16,1.6,-1
COc1cccc(OCCCCCN2CCOCC2)c1,-3,-0.7,-3,2.7,-1,x,x,3,0.0,8
COc1cc(NS(=O)(=O)c2ccc(NS(=O)(=O)c3ccc(NC(C)=O)cc3)cc2)nc(OC)n1,0,0.6,x,2.8,8,0,-2.8,x,3.1,-5
CCOc1cc(CNc2ccc(N3CCCC3)cc2)cc(Cl)c1OC,-29,1.4,13,4.5,1,0,-1.6,-13,1.5,-2
CCOc1ccccc1N(CC(=O)Nc1ccc(S(=O)(=O)N2CCOCC2)cc1)S(C)(=O)=O,2,-5.3,x,-1.1,4,-2,-3.3,x,0.9,-1
O=C(CCC1CCCCC1)NC1=NCCS1,-5,1.4,-8,1.5,0,-4,-0.6,8,4.0,0
CN(CCC1CCOCC1)C(=O)C1CCC(=O)N(CCc2ccc(Cl)cc2)C1 (centres undefined),1,-0.1,5,1.7,-9,4,-1.3,-5,3.6,0
CCn1ccc(C(=O)Nc2ncc(C)s2)n1,-6,1.7,-6,1.4,4,u,0.6,6,2.1,0
Cc1cc(C)n(C(CC(=O)O)C(=O)O)n1 (centres undefined),x,-2.5,-17,1.1,1,-1,-1.7,17,1.3,0
COc1ccc(S(=O)(=O)NCCN2CCOCC2)c2ccccc12,6,1.5,-2,-1.2,-2,x,-2.8,2,1.0,x
Cn1c(SCC(=O)c2ccc3c(c2)NC(=O)CO3)nc2ccccc21,-21,1.9,5,1.2,4,-2,-0.9,-5,2.0,x
Cc1ccccc1NC(=O)COc1coc(CN2CCN(Cc3ccccc3)CC2)cc1=O,1,-0.2,-21,0.4,-3,-2,-1.3,21,-0.6,-1
COc1ccccc1NC(=O)c1ccc(C)c(S(=O)(=O)N2CCCCC2)c1,0,1.9,16,-2.3,6,-1,-1.9,-16,-0.6,-1
CCNC(=O)COC(=O)c1csc2c1CCCC2,7,-1.1,-5,3.9,-7,-4,-1.0,5,3.1,x
Cc1ccc2c(C)c(C(=O)Nc3c(C)n(C)n(-c4ccccc4)c3=O)oc2c1C,-16,1.0,26,1.6,-10,x,-1.7,-26,2.7,-3
COc1ccc(CN2CCCC(C(=O)c3cccc(OC(C)C)c3)C2)cc1Cn1cccn1 (centres undefined),-7,-0.3,x,-0.3,-7,13,-0.1,x,0.8,4
CSc1nc2c(c(=O)[nH]1)C(c1cccs1)C1=C(CCCC1=O)N2 (centres undefined),-3,-0.6,-14,2.9,-3,x,-0.8,14,2.5,32*
CC1(C)Cc2ccccc2-c2nnc(-c3ccc4ccccc4n3)n21,3,0.9,-12,2.2,5,x,x,12,3.9,0
CCOC(=O)N1CCN(S(=O)(=O)c2ccc(F)c(C(=O)Nc3cccc(C)c3C)c2)CC1,8,0.2,-8,0.5,0,-2,-0.4,8,1.9,1
O=C(Nc1cc(N2CCOCC2)ncn1)c1ccc(F)cc1,22,0.6,2,5.0,-1,7,-0.5,-2,3.9,6
COc1ccc(NC(=S)c2ccncc2)cc1,-7,-1.4,7,2.9,7,9,-0.1,-7,0.2,2
CC(=O)c1c(O)c(C)c(-c2ccccc2)n(-c2ccccc2)c1=O,0,1.1,-13,0.2,-7,2,x,13,1.1,8
COc1ccc(C(=O)NC(=O)Nc2ncccc2C)cc1,x,1.7,-12,2.2,1,x,0.8,12,1.8,-1
Cc1c(NC(=O)c2cccs2)cccc1C(=O)O,21,1.9,-3,-2.2,-5,x,-1.4,3,0.2,-2
O=C1C=C(Nc2cccc(Cl)c2)CC(c2ccco2)C1 (centres undefined),-1,-1.1,0,1.1,-7,-9,-2.6,0,0.4,-1
O=C1c2ccccc2C(=O)N1Cc1cnc(N2CCN(c3ccccc3)CC2)s1,1,3.0,3,0.0,-1,-3,-2.7,-3,0.0,-4
COc1cccc(N2CCN(C(=S)Nc3ccccc3)CC2)c1,6,0.1,12,3.2,0,0,0.2,-12,-0.6,x
COCCn1c(C)cc(C(=O)CSc2nnc(C)s2)c1C,-66,0.4,12,1.4,-4,-19,-2.6,-12,0.4,-2
CN1CCN(c2ncnc3c2c(-c2ccccc2)cn3-c2ccc(F)cc2)CC1,29,-1.2,9,2.6,4,-2,-2.3,-9,-0.1,-1
O=C(c1cccs1)N1CCN(Cc2cn[nH]c2-c2ccc(F)cc2F)CC1,1,x,-1,3.2,14,-1,-2.8,1,x,-1
Cc1ccc(S(=O)(=O)NCCCNS(=O)(=O)c2ccccc2[N+](=O)[O-])cc1,-8,1.9,22,4.1,13,-3,-0.6,-22,0.9,0
O=C(NCc1ccc2c(c1)OCO2)c1cc([N+](=O)[O-])ccc1N1CCCCC1,-13,-1.6,39,2.4,6,x,-1.9,-39,2.1,-1
CC1CCN(CCNC(=O)c2ccc3c(=O)n(Cc4ccc(Cl)cc4)c(=S)[nH]c3c2)CC1,-43,3.6,-22,x,5,x,-3.0,22,2.1,-4
CCN1C(=O)/C(=C2/Sc3ccccc3N2CC)S/C1=N\c1ncn[nH]1,11,-0.8,74*,3.4,1,11,2.5,-74,0.2,8
COC(=O)C1=C(N)Oc2cc(C)n(Cc3cccnc3)c(=O)c2C1c1ccc(OC)c(OC)c1OC (centres undefined),2,-0.7,-20,2.5,-5,x,-1.1,20,-3.8,-2
Cc1c(Cl)cccc1NC(=O)NCc1ccncc1,13,0.6,-5,2.5,2,-1,-3.3,5,4.0,1
COc1ccc(CN2CCNC(=O)C2CC(=O)NCC(C)(C)N2CCOCC2)cc1C (centres undefined),3,0.3,-24,0.5,-3,1,0.4,24,3.5,x
Cc1cc(=O)c2c(O)c(O)ccc2o1,-10,-4.3,-4,-0.9,-4,-5,-0.9,19,-0.8,-1
CCC(C)(C)C1CCC2(CC1)NC(CO)(CO)CO2 (centres undefined),6,-2.0,-17,2.5,3,-1,0.5,17,-2.2,-4
Clc1ccc(C2Nc3cccc4cccc(c34)N2)c(Cl)c1,x,x,7,3.6,-2,-3,0.5,-7,x,-2
CCN(CC)C(=O)N1CCN(C(=O)N(CC)CC)CC1,9,-3.0,6,3.4,-4,-4,-1.6,-6,2.8,-3
O=C(CCCCCNC(=O)N1CCn2c1nc1ccccc12)NCc1ccccc1Cl,-7,0.4,26,-0.1,17,-2,-0.6,-26,2.5,x
O=C(Nc1ccccc1)N1CCCC1c1cccs1 (centres undefined),x,1.4,11,1.8,-1,-3,0.7,-10,-0.1,x

# Sorted by formula weight (rising): five of the compounds above.
SMILES,MITF act,Ecoli viability,SR-BI HDL uptake,phage Ecoli inh,Tat export inh,Wnt bcat act,CAL PDZ FP-1,SR-BI DiI-HDL act,AddAB inh,CAL PDZ FP-2
CCn1ccc(C(=O)Nc2ncc(C)s2)n1,-6,1.7,-6,1.4,4,u,0.6,6,2.1,0
COCCn1c(C)cc(C(=O)CSc2nnc(C)s2)c1C,-66,0.4,12,1.4,-4,-19,-2.6,-12,0.4,-2
Cn1c(SCC(=O)c2ccc3c(c2)NC(=O)CO3)nc2ccccc21,-21,1.9,5,1.2,4,-2,-0.9,-5,2.0,x
CCN1C(=O)/C(=C2/Sc3ccccc3N2CC)S/C1=N\c1ncn[nH]1,11,-0.8,74*,3.4,1,11,2.5,-74,0.2,8
COc1cc(NS(=O)(=O)c2ccc(NS(=O)(=O)c3ccc(NC(C)=O)cc3)cc2)nc(OC)n1,0,0.6,x,2.8,8,0,-2.8,x,3.1,-5

# (next part)
SMILES,MITF act,Ecoli viability,SR-BI HDL uptake,phage Ecoli inh,Tat export inh,Wnt bcat act,CAL PDZ FP-1,SR-BI DiI-HDL act,AddAB inh,CAL PDZ FP-2
CCOC(=O)C1(Cc2ccccc2C)CCCN(C(=O)c2ccc(CSC)o2)C1 (centres undefined),-10,1.3,0,0.8,8,-2,2.2,0,2.3,-2
COC(C(=O)NNC(=O)Cc1ccc(Cl)cc1)c1ccccc1 (centres undefined),x,-1.9,-9,1.5,7,-3,0.5,9,2.0,-7
COc1ccc(/C=C/C(=O)OCC(=O)NCCC2=CCCCC2)cc1,-3,0.4,-19,1.5,-3,-1,-0.7,19,2.5,x
COc1ccc(CCN2CC(C(=O)O)CC2=O)cc1 (centres undefined),-10,1.3,-20,2.1,-4,x,-0.8,20,-1.4,0
Nc1c(Cl)cc(-c2cn(CCC(=O)O)c(-c3ccc(Cl)nc3)n2)cc1Cl,4,-2.1,-24,0.6,2,2,0.0,24,2.4,-2
Cc1ccccc1S(=O)(=O)N(CC(O)CN1C(=O)NC(C)(C)C1=O)c1ccccc1 (centres undefined),8,-1.8,36,-2.9,-2,1,0.0,-36,0.7,-2

# Entries of single compounds, quoted from the list:
# COCCn1c(C)cc(C(=O)CSc2nnc(C)s2)c1C across the screens: MITF act = -66; Ecoli viability = 0.4; SR-BI HDL uptake = 12; phage Ecoli inh = 1.4; Tat export inh = -4; Wnt bcat act = -19; CAL PDZ FP-1 = -2.6; SR-BI DiI-HDL act = -12; AddAB inh = 0.4; CAL PDZ FP-2 = -2
# O=C(NCc1ccc2c(c1)OCO2)c1cc([N+](=O)[O-])ccc1N1CCCCC1 across the screens: MITF act = -13; Ecoli viability = -1.6; SR-BI HDL uptake = 39; phage Ecoli inh = 2.4; Tat export inh = 6; Wnt bcat act = x; CAL PDZ FP-1 = -1.9; SR-BI DiI-HDL act = -39; AddAB inh = 2.1; CAL PDZ FP-2 = -1

# No enrichment for hits, and some 3.6% of all compounds hit somewhere here.
